SIAE primary: human SIAE inhibitors, primary screen, biochemical, fluorescence polarization, FP-Rh probe, 1536-well HTS. Sialate O-acetylesterase (Homo sapiens), Q9HAT2. SIAE FP-Rh probe binding. inhibition, % at 9.66 µM. 0.69% of 370,000 active. AID 1053197, 2014;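 active means inhibition above a cutoff: mean of compounds within the control limits plus 3 SD of those, cut at about 17% in these data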;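 further: 0% = plate median of compound wells and 100% = probe without SIAE protein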
Target sequence (Q9HAT2 whole entry, looked up): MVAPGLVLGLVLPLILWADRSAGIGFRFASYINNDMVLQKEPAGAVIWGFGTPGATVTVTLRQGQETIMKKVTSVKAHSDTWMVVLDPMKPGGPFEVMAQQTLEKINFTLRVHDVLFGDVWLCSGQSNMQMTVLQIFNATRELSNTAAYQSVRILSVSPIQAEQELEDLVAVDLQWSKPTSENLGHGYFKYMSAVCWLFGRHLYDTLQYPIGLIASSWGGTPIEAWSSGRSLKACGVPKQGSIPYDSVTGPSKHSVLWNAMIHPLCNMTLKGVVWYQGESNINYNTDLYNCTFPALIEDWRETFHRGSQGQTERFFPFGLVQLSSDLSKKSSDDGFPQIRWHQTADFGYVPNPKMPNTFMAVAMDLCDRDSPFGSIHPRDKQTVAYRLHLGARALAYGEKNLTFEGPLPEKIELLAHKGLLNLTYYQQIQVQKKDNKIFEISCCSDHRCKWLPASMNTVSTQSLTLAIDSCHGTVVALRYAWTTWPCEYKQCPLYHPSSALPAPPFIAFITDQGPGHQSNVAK
ADAM17 inh: ADAM17 inhibitors, primary screen, biochemical, QFRET | Disintegrin and metalloproteinase domain-containing protein 17 (Homo sapiens), P78536 | recombinant ADAM17, EDANS/DABCYL FRET peptide cleavage | inhibition, % at 6.95 µM | 0.83% of 370,000 active | AID 720648, 2013;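 active means inhibition above the mean of compounds lying between control limits plus 3 SD, set per campaign, cut at about 8.5% in these data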;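 further: 0% = DMSO-only wells as the low control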
ARFGAP1 inhibitor: inhibitors of rat ARFGAP1 GAP activity, primary screen, biochemical, fluorescence polarization, GDP tracer | ADP-ribosylation factor GTPase-activating protein 1 (Rattus norvegicus), Q62848 | Arfgap1-stimulated ARF1 GTP hydrolysis, GDP FP detection | inhibition, % at 16.5 µM | 0.26% of 360,000 active | AID 651572, 2012;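 active means inhibition above a per-plate limit, mean inhibition of low control wells plus 3 SD, cut at about 25% in these data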;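 further: 0% = DMSO wells with enzyme and 100% = wells lacking Arfgap1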
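System: truncated rat Arfgap1 GAP domain / Benchmarks: high control wells lacking Arfgap1, low control full reaction with DMSO / Times: compound-enzyme preincubation 20 min, reaction 120 min, detection 60 min, 25 °C / Repeats: one replicate per compound / Also added: human ARF1(Δ1-17)-GTP substrate / Measured by: Tracer-displacement fluorescence polarization with EDTA stop, 620/688 nm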
DDE Tn6 FP inh: inhibitors of Tn6 peptide binding to fibrin DD(E), primary screen, biochemical, fluorescence polarization, human fibrin, Tn6 probe; Fibrin DD(E) TRITC-Tn6 fluorescence polarization displacement; inhibition, % at 8.3 µM; 0.21% of 370,000 active;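 active means inhibition above a per-campaign cutoff: mean of compounds within control limits plus 3 SD, cut at about 15% in these data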;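 further: 0% = median of all compound wells on the plate and 100% = blocking peptide control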
Target sequence (P02675 whole entry, looked up): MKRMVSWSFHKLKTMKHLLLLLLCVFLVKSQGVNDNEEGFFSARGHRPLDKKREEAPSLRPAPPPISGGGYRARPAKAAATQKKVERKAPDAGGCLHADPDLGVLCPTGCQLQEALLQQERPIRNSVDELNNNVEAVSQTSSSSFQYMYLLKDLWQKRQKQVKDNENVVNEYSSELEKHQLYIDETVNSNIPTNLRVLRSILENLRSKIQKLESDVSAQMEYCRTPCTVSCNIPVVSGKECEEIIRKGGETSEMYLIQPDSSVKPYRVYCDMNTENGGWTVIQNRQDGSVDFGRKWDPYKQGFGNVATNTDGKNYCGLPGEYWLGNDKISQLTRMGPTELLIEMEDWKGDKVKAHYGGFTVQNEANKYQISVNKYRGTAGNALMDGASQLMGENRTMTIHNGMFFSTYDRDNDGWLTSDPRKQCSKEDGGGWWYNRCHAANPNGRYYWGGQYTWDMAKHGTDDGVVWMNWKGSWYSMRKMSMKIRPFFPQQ
Tn7 DDE FP: inhibitors of Tn7 peptide binding to fibrin DD(E), primary screen, biochemical, fluorescence polarization, human fibrin, Tn7 probe; Fibrinogen beta chain (Homo sapiens), P02675; FP displacement of FITC-Tn7 peptide from fibrin DD(E); 0% = median of compound wells per plate; inhibition, % at 8.3 µM; 0.13% of 370,000 active; AID 720508, 2013;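 active means inhibition above the mean of compounds falling within the control limits plus 3 SD of them, cut at about 14% in these data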;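 further: 0% = plate median of compound wells and 100% = 10 µM Aha-Tn7 peptide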
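Test system – human fibrin DD(E) · Times – 10 min preincubation, 3 h with tracer, room temperature · Detection – fluorescence polarization of the labelled Tn7 tracer · Measure – percent inhibition normalized to high-control wells · Benchmarks – high control wells with 10 µM unlabelled Aha-Tn7 peptide (full inhibition) · Repeats – singlicate testing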
PLC-gamma1 inh: PLC-gamma1 enzyme inhibitors, primary screen, biochemical, fluorescence, purified enzyme; 0.84% of 370,000 active; fluorogenic substrate; AID 720700, 2013; 1-phosphatidylinositol 4,5-bisphosphate phosphodiesterase gamma-1 (Homo sapiens), P19174; inhibition, % at 12.2 µM; in the data active means inhibition above about 9.5%
ASAP1 inh: inhibitors of human ASAP1 ArfGAP activity, primary screen, biochemical, fluorescence polarization; ASAP1-stimulated ARF1 GTP hydrolysis, GDP FP detection; inhibition, % at 16.5 µM; 0.19% of 360,000 active; in the data active means inhibition above about 25%;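 further: 0% = vehicle with enzyme and substrate and 100% = no enzyme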
ADAM10 inh: human ADAM10 inhibitors, primary screen, biochemical, QFRET, HTS; Disintegrin and metalloproteinase domain-containing protein 10 (Homo sapiens), O14672; recombinant ADAM10, EDANS/DABCYL FRET peptide cleavage, 3 h; inhibition, % at 7 µM; 0.62% of 370,000 active; AID 720582, 2013;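 active means inhibition above a per-campaign cutoff equal to the mean of compounds falling between control-based bounds plus 3 SD, cut at about 20% in these data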;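 further: 0% = DMSO wells while the 100% control is not disclosed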
PLC-beta3 inh: human PLC-beta3 inhibitors, primary screen, biochemical, fluorescence | 1-phosphatidylinositol 4,5-bisphosphate phosphodiesterase beta-3 (Homo sapiens), Q01970 | Purified PLC-beta3, fluorogenic substrate | inhibition, % at 12.2 µM | 0.18% of 370,000 active; in the data active means inhibition above about 11%;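 further: 0% = median of compound wells on plate and 100% = full blocker control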
TDP2 absorb: human TDP2 enzyme inhibitors, primary screen, biochemical, epi absorbance, recombinant enzyme; 0.34% of 370,000 active; T5PNP hydrolysis, p-nitrophenol absorbance 415 nm; inhibition, % at 12.8 µM;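 active means inhibition above the mean of all tested compounds plus 3 SD, set per campaign, cut at about 25% in these data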;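 further: 0% = DMSO with enzyme and 100% = buffer with substrate but no TDP2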
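System – recombinant human TDP2 · Amount – 120 nM TDP2 per well · Buffer or medium – Mg2+-containing Tris-HCl buffer, pH 7.5 · Reagent – T5PNP substrate, 5 mM · Dosing – 12.8 µM single point, 1% DMSO · Incubation – 2 h at 37 °C · Measured by – epi absorbance · Read-out basis – percent inhibition · Benchmarks – high control without enzyme, low control DMSO plus TDP2 · Repeats – singlicate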
Numbers without * were called inactive; nt = not tested or not shown.

SMILES	SIAE primary	ADAM17 inh	ARFGAP1 inhibitor	DDE Tn6 FP inh	Tn7 DDE FP	PLC-gamma1 inh	ASAP1 inh	ADAM10 inh	PLC-beta3 inh	TDP2 absorb
COC(=O)c1ccccc1NC(=O)C1=CC(c2cccs2)=NS(=O)(=O)N1C	-7	0	-1	5	-7	3	-1	2	4	-6
O=C(C(=O)N1CCC(c2ccccc2)CC1)c1cccc([N+](=O)[O-])c1	2	-2	-10	-4	1	-2	-12	-7	-4	4
CC(=O)Nc1ccc(/C=N/Nc2nc3ccccc3[nH]2)cc1	5	-6	6	-1	0	-36	11	-7	-40	-1
C=CCn1c(=O)c2ccccc2n2c(SCC(=O)c3ccccc3)nnc12	-3	1	8	-1	-2	4	-10	2	1	-9
COc1cc(C)ccc1OCc1cc(C(=O)NCCN2CCOCC2)no1	-1	-3	-3	5	8	-1	3	-5	-9	1
COc1ccc(S(=O)(=O)Nc2ccc(O)c(Sc3nc4ccccc4s3)c2)cc1	-7	9.2*	5	-5	-9	6	-6	17	5	-12
CCC(C)[C@H]1CNCCN1CCc1cccc(F)c1 (stereo partly drawn)	-2	-5	-7	3	1	2	-21	-1	0	5
Cc1ccccc1SCC(=O)N/N=C/c1ccc(F)cc1	-2	0	-7	-12	-1	3	-4	6	2	2
CCOC(=O)N1CCN(C(=O)CSc2nc3c(c(=O)n2-c2ccccc2OC)SCC3)CC1	-4	-4	-1	-7	-2	1	15	-4	2	1
Cc1cc(Cl)c(S(=O)(=O)NCc2cccnc2)cc1OCC(N)=O	-2	2	-2	-3	-5	4	8	3	3	2
Cn1c(-c2sc3ccccc3c2Cl)n[nH]c1=S	3	-3	-9	1	0	-20	0	14	-33	-19
CCCS(=O)(=O)NC(=O)C1(C)CCCN(C(=O)c2cccc(Cl)c2)C1 (stereo not drawn)	0	-5	-8	-2	-1	0	3	-16	-1	-7
COc1ccc(S(=O)(=O)Nc2cc(C)ccn2)cc1OC	3	-2	3	2	1	-1	-3	9	0	0
COCCOC(=O)C(CC(=O)O)NCc1ccco1 (stereo not drawn)	-1	-3	3	1	-1	3	-3	3	-2	-13
O=C(Nc1ccc(F)cc1)N[C@@H]1C[C@@H]2O[C@H](CO)CC[C@@H]2O[C@@H]1CCc1ccc(C2=CCCC2)cc1	-8	7	nt	1	-5	3	nt	6	1	-4
Cc1cccc(OCC(O)CN2CCN(c3ccccn3)CC2)c1C (stereo not drawn)	4	-5	11	-6	-1	0	-12	5	-6	6
CCN(Cc1nc2ccccc2c(=O)[nH]1)C(=O)c1cccc(NC(=O)c2cccs2)c1	5	-1	7	8	0	-8	0	-15	-10	11
CC(=O)c1cn(Cc2ccccc2)c(=O)[nH]c1=O	-7	-2	6	-7	0	1	-10	-2	-1	7
COc1ccccc1C(=O)NC(=O)COC(=O)c1ccco1	-4	-2	-1	2	1	0	-17	-3	-6	6
CC(C)(C)c1ccc(C(=O)NC(=S)Nc2ccc(N3CCOCC3)cc2)cc1	1	0	-4	0	-3	-1	-8	2	2	6

Structures above containing a furan ring, fused or not:
SMILES	SIAE primary	ADAM17 inh	ARFGAP1 inhibitor	DDE Tn6 FP inh	Tn7 DDE FP	PLC-gamma1 inh	ASAP1 inh	ADAM10 inh	PLC-beta3 inh	TDP2 absorb
COCCOC(=O)C(CC(=O)O)NCc1ccco1 (stereo not drawn)	-1	-3	3	1	-1	3	-3	3	-2	-13
COc1ccccc1C(=O)NC(=O)COC(=O)c1ccco1	-4	-2	-1	2	1	0	-17	-3	-6	6

Next records follow.
SMILES	SIAE primary	ADAM17 inh	ARFGAP1 inhibitor	DDE Tn6 FP inh	Tn7 DDE FP	PLC-gamma1 inh	ASAP1 inh	ADAM10 inh	PLC-beta3 inh	TDP2 absorb
CC(=O)Oc1ccc(N(C(C)=O)S(=O)(=O)c2ccc(Cl)cc2)c2ccccc12	4	-3	-3	-6	2	0	15	1	-12	5
N#CCOC(=O)c1c2c(nc3ccccc13)CCC2	4	-19	4	-1	-10	-13	-8	-54	-17	6
O=C(COC(=O)c1ccccc1)NCC1CCCO1 (stereo not drawn)	3	-3	7	7	2	4	3	3	2	14
CC(=O)c1cccc(N(C(=O)c2ccco2)C(C(=O)NC2CCCC2)c2ccc(N3CCOCC3)cc2)c1 (stereo not drawn)	1	0	15	3	-5	3	0	3	5	-9
Cc1ccc2nc3c(c(Nc4ccc5c(c4)OCCO5)c2c1)CCC3	4	0	-1	0	-1	0	8	8	2	3
C=CCn1c(NCCO)nc2c1c(=O)n(C)c(=O)n2C	4	-4	-1	0	6	-2	-21	0	2	17
CCn1cc(CNC(=O)c2cc(Cl)ccc2OC)c(C)n1	2	3	2	4	-4	0	-16	-3	2	-2
CC(C)c1ccc2c(c1)CCC1C(C)(CN)CCCC21C (stereo not drawn)	2	0	0	2	1	6	8	-2	2	-19
COC(=O)C[C@H]1CC[C@@H]2[C@H](COc3ccc(NC(=O)c4cccc(Cl)c4)cc3C(=O)N2C)O1	-2	-3	nt	1	-5	4	nt	0	4	8
CC(=O)Nc1ccc(NC2(C)C(=O)c3ccccc3C2=O)cc1	12	-2	4	-6	7	4	4	9	5	-4
COc1ccc([N+](=O)[O-])cc1NS(=O)(=O)Cc1ccccc1	11	1	-9	-1	0	2	2	1	0	14
O=C(O)c1cnc(-c2ccccc2)nc1C(F)(F)F	-3	3	1	3	1	-1	-15	4	-3	-4
CC(C)CC(NC(N)=O)C(=O)OCC(=O)N(Cc1ccccc1)Cc1ccccc1 (stereo not drawn)	-4	2	-7	-2	-2	1	3	2	-1	-4
CC1(C(=O)NS(=O)(=O)C2CC2)CCCN(C(=O)c2cccs2)C1 (stereo not drawn)	0	1	1	1	-8	2	0	1	-1	-10
COc1ccccc1N1CCN(CCNC(=O)Nc2cccc(C)c2C)CC1	-2	-4	13	8	11	2	3	3	3	-10
CS(=O)(=O)c1nsc2nc(=O)c(/C=C3\C=Nc4ccccc43)c(N)n12	-26	-5	10	1	-3	-3	-2	-6	-9	-7
O=C(Nc1nnc(SCC(=O)N2CCOCC2)s1)c1ccccc1Cl	-3	-1	-9	-7	3	-1	-1	-1	4	2
O=C(c1ccc2ccccc2c1)C1CCCN(C(=O)CCn2cnnn2)C1 (stereo not drawn)	-4	-10	8	5	-3	-4	-5	-12	-10	-5
Cc1nn2cnc3sc4c(c3c2nc1=O)CCCC4	3	-1	-5	2	0	-22	12	-4	-28	-10
CCOC(=O)[C@@]12CN(C(=O)OC(C)(C)C)CC=C1N(Cc1ccc(OC)cc1)C(=O)[C@H]2CC(=O)NCc1ccc(OC)c(OC)c1	4	1	nt	-7	5	2	nt	2	1	11
COc1ccc(NC(=O)CSc2cc(C)nc3c(-c4ccccc4)cnn23)cc1	-1	0	9	2	-2	-1	5	1	-5	15
COc1ccc(C2Nc3ccccc3C(=O)N2NS(C)(=O)=O)cc1 (stereo not drawn)	-2	-144	5	-6	-1	-254	-8	-480	-304	12
Cc1nn(-c2ccccc2)c(C)c1/C=N/NC(=O)CSc1nc2ccccc2c(=O)n1-c1ccccc1	7	-1	4	-3	-2	1	7	6	-1	4
COc1ccc(CNCc2cccc(Cl)c2)cc1	3	0	4	3	4	3	-4	4	3	-9
Cc1cc(S(=O)(=O)Nc2ccc(C(=O)NCC(c3ccco3)N3CCCC3)cc2)ccc1F (stereo not drawn)	-2	4	-8	0	-1	2	18	1	-4	-9
COc1ccc(C2=Nc3ccccc3C2(O)CCN2C(=O)c3ccccc3C2=O)cc1 (stereo not drawn)	-3	-9	-2	-3	4	-107	8	-32	-140	7
CC(C)n1nnnc1C1c2ccccc2OCC(=O)N1Cc1cccc(C(F)(F)F)c1 (stereo not drawn)	-1	-2	nt	-2	4	-1	nt	-3	-1	0
CCOC(=O)c1cc(C(C)(C)C)n(CCCN2CCOCC2)c1C	0	5	-5	1	-2	3	-1	4	0	-10
Cc1nn(-c2ccccc2C(F)(F)F)c(=O)c2noc(C)c12	-4	-3	11	7	9	1	-14	0	-7	5
COc1cccc(CNC(=O)Cc2ccc(OC)c(S(=O)(=O)N3CCOCC3)c2)c1	1	-4	5	4	5	-2	-15	-2	-15	13
O=C(O)CSc1ncn[nH]1	0	-4	7	0	-1	0	17	1	-3	5
Cc1ccc(-c2nc(CN3CCCCC3CCN3CCCC3=O)c(C)o2)o1 (stereo not drawn)	7	-5	-5	4	-7	-10	-18	-21	-6	0
COc1ccccc1NC(=O)CS(=O)(=O)c1cn(CC(=O)N2CCOCC2)c2ccccc12	3	-6	7	-5	4	-2	-6	-11	-8	14
COc1cccc2sc(N(CCCN(C)C)C(=O)c3sc4ccccc4c3Cl)nc12	0	-3	-5	-10	-2	1	10	0	-4	13
COc1ccc(S(=O)(=O)N2CCN(C(=O)c3ccco3)CC2)c(C)c1C	-4	-3	-4	2	2	0	0	0	-3	11
CC(C)c1ccc(NC(=O)C(c2ccccc2)N(C)C(=O)CCc2c[nH]c3ccccc23)cc1 (stereo not drawn)	3	2	-8	-9	-2	-4	13	4	-6	3
COc1ccccc1NC(=O)c1ccc2c(c1)N(CC(=O)NC(C)(C)C)C(=O)C(C)(C)O2	-2	-3	-9	-5	0	0	13	6	-6	1
O=C(NCC1CCCN1S(=O)(=O)c1ccccc1)c1cccc(Cl)c1 (stereo not drawn)	-9	6	3	-2	-10	2	2	4	-8	-10
COc1ccc(Cn2nnnc2C(c2cccnc2)N2CCN(c3ccc(O)cc3)CC2)cc1 (stereo not drawn)	1	-3	10	6	-8	-1	6	-6	-3	0

Part of the list above, limited to PLC-beta3 inh.
SMILES	PLC-beta3 inh
COc1cccc2sc(N(CCCN(C)C)C(=O)c3sc4ccccc4c3Cl)nc12	-4
COc1ccc(S(=O)(=O)N2CCN(C(=O)c3ccco3)CC2)c(C)c1C	-3

Source: PubChem
